PAFAH1B3 FP inh: PAFAH1B3 (human) inhibition | recombinant PAFAH1B3, FP-rhodamine probe, fluorescence polarization | Q15102 | 340,000 tested, 0.28% active | inhibition, % at 3.39 µM;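 active = inhibition above the screen-wide average of all tested compounds plus 3 SD, cut at about 25% in these data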;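 note: 0% = enzyme with DMSO only and 100% = wells lacking PAFAH1B3 protein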
LYPLA1 counter: counter-screen for PME1 inhibitors: inhibitors of human LYPLA1; recombinant LYPLA1, FP-Rh probe fluorescence polarization; inhibition, % at 5.9 µM; 320,000 tested, 0.16% active; AID 2174;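 active = inhibition above the mean of all tested compounds plus 3 SD, set per campaign, cut at about 14% in these data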;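 note: inhibitors block serine hydrolase probe labeling of LYPLA1 so polarization falls; 0% = enzyme with DMSO and 100% = wells lacking LYPLA1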
Target sequence (O75608 whole entry, looked up): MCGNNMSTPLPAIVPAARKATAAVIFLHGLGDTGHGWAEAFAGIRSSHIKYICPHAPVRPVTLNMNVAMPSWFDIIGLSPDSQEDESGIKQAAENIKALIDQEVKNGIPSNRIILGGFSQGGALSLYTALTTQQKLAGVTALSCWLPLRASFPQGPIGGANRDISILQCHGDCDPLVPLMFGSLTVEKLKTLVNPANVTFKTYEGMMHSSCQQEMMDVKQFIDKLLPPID
ZTA counter: counter-screen for EBNA-1 inhibitors: inhibitors of Epstein-Barr virus ZTA | ZTA-DNA binding, fluorescence polarization | P03206 | inhibition, % at 11 µM | 320,000 tested, 0.15% active; in the data active = inhibition above about 33%
Target sequence (P03206 whole entry, looked up): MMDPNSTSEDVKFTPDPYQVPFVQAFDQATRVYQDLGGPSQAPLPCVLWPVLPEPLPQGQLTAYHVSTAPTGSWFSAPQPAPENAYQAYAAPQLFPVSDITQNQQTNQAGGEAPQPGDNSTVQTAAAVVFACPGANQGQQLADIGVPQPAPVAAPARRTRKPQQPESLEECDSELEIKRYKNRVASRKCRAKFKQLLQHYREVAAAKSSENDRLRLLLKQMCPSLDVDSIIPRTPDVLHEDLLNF
EBNA-1 inhibitor: blocks EBNA-1 binding to DNA; 300,000 tested, 0.34% active; inhibition, % at 14.8 µM; EBNA-1 DNA binding, fluorescence polarization; AID 1950; in the data active = inhibition above about 28%
PREPL inhibitor: human PREPL enzyme inhibition; recombinant PREPL, fluorescence polarization activity-based probe; inhibition, % at 5.96 µM; Q4J6C6; 320,000 tested, 0.68% active; in the data active = inhibition above about 43%;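 note: 0% = enzyme with DMSO and 100% = wells lacking enzyme; many of its hits are not listed in these tables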
PAFAH2 inh: inhibitors of human PAFAH2 | Q99487 | recombinant PAFAH2, FP-rhodamine activity probe, fluorescence polarization | inhibition, % at 3.39 µM | 340,000 tested, 0.99% active | AID 492956;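 active = inhibition above the mean over all tested compounds plus 3 SD, cut at about 30% in these data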;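 note: inhibitors block probe labeling of enzyme so polarization drops; 0% = enzyme with DMSO and 100% = wells lacking PAFAH2 protein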
LYPLA2 counter: LYPLA2 (human) inhibition in PME1 counter-screen | O95372 | recombinant LYPLA2, FP-Rh probe fluorescence polarization | inhibition, % at 5.9 µM | 320,000 tested, 0.38% active | AID 2177;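 active = inhibition above the screen-wide mean plus 3 SD, limit set per campaign, cut at about 26% in these data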;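 note: 0% = LYPLA2 with DMSO and 100% = wells lacking LYPLA2 enzyme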
Target sequence (O95372 whole entry, looked up): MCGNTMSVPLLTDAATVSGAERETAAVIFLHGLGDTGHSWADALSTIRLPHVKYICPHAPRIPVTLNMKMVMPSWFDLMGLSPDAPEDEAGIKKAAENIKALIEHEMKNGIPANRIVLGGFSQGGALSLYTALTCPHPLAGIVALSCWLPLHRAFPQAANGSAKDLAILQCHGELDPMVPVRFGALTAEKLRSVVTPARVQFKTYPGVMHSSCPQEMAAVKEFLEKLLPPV
pPAFAH inh: inhibitors of human plasma PAF acetylhydrolase (pPAFAH); Q13093; 330,000 tested, 1.5% active; AID 463082; recombinant pPAFAH, FP-rhodamine probe fluorescence polarization; inhibition, % at 3.39 µM;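 active = inhibition above the mean inhibition across the screen plus 3 SD, cut at about 25% in these data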;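 note: inhibitors block binding of the rhodamine activity-based probe so polarization drops; 0% = enzyme with DMSO and 100% = wells lacking pPAFAH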
PAFAH1B2 inh: PAFAH1B2 (human) inhibition; recombinant PAFAH1B2, FP-rhodamine activity probe, fluorescence polarization; AID 492953; 340,000 tested, 1.2% active; inhibition, % at 3.39 µM; P68402;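 active = inhibition above the mean of all tested compounds plus 3 SD, cut at about 24% in these data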;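 note: 0% = enzyme with DMSO and 100% = wells lacking PAFAH1B2; many of its hits are not listed in these tables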
Target sequence (P68402 whole entry, looked up): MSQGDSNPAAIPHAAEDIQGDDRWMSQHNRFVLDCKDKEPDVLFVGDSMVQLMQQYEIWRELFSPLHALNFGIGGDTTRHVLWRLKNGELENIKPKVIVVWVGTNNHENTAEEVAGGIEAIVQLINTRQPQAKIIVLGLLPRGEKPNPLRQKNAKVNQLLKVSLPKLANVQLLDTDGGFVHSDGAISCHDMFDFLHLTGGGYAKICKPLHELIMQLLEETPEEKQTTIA
An asterisk follows results filed as active; . = not tested or not shown.

SMILES	PAFAH1B3 FP inh	LYPLA1 counter	ZTA counter	EBNA-1 inhibitor	PREPL inhibitor	PAFAH2 inh	LYPLA2 counter	pPAFAH inh	PAFAH1B2 inh
O=c1[nH]c(O)c(N=Nc2ccc([N+](=O)[O-])cc2)c(=O)[nH]1	5	-2	-9	0	10	-2	7	-3	-4
CCc1ccc(NC(=O)CCNC(=O)N2C[C@H]3C[C@@H](C2)c2cccc(=O)n2C3)cc1	3	-2	-11	-20	7	2	-5	2	11
Nc1c(C(=O)OCc2ccccc2)c2nc3ccccc3nc2n1Cc1cccs1	6	-20	3	15	19	-5	-20	3	3
CN1CCc2cc3c(c4c2C1Cc1ccccc1-4)OCO3 (stereo not given)	13	6	-11	0	46*	26	15	29*	11
CC(=NCc1ccco1)c1c(O)n(-c2ccc(C)cc2)c(=O)[nH]c1=O	8	2	-1	12	2	6	-1	5	1
c1ccc2c(c1)Sc1ccccc1N2CC1CN2CCC1CC2 (stereo not given)	14	-2	7	7	32	7	-6	2	2
C[C@]12CC[C@H](O)C[C@H]1CC[C@@H]1[C@@H]2C[C@@H](O)[C@]2(C)[C@@H](C3=CC(=O)OC3)CC[C@]12O	7	-3	-6	-1	-2	5	0	2	-4
CCC(CC)NCc1c[nH]c2ccccc12	9	-6	4	5	0	-2	-7	1	7
CC1(C)C(C(=O)N2CCN(c3ccc(Cl)cc3)CC2)C1(C)C	1	2	-5	-1	25	6	3	3	10
Cc1cccc(OP(=O)(Oc2ccccc2)OC(c2ccccc2)C(F)(F)F)c1 (stereo not given)	3	-3	2	8	1	13	-5	6	18
CCOC(=O)c1c(-c2ccc(OC)cc2)oc2ccc(OC(=O)N(C)C)cc12	5	-8	-8	-7	16	1	-2	10	-14
COC(=O)C1=C(c2cc3ccccc3o2)C[C@@H]2CC[C@H]1N2C(=O)N1CCOCC1	13	1	4	7	-3	4	0	4	-1
CCCN1CCC(NC2CCC(O)CC2)CC1 (stereo not given)	11	0	-19	-6	1	6	-1	2	5
O=C(c1ccncc1)C12CN3CN(CN(C3)C1)C2	9	1	13	-1	5	-5	-7	4	7
COc1ccc(-c2csc(NC(=O)COC(=O)Cc3ccccc3)n2)cc1OC	.	0	15	31*	3	.	-9	-1	.
CCOc1ccccc1-n1c(O)c(C=NCc2ccc3c(c2)OCO3)c(=O)[nH]c1=O	1	-2	-3	-1	11	0	4	1	2
COc1ccc(NC(=O)N2C[C@@H]3C[C@@H](C2)c2cccc(=O)n2C3)c(OC)c1	4	2	-24	-10	-1	-5	6	5	2
Cc1ncc([N+](=O)[O-])n1CCOc1nonc1N	7	1	18	0	-3	5	1	0	4
COC(=O)c1cccc(NC(=O)N2C[C@H]3C[C@@H](C2)c2cccc(=O)n2C3)c1	10	-1	-11	-3	5	7	2	5	1
CC(C)[C@@]1(NC(=O)[C@@H]2C[C@@H]3c4cccc5[nH]cc(c45)C[C@H]3N(C)C2)O[C@@]2(O)[C@@H]3CCCN3C(=O)[C@H](Cc3ccccc3)N2C1=O	8	3	-8	3	21	-2	8	3	3

For reference, part of the list above:
SMILES	PAFAH1B3 FP inh	LYPLA1 counter	ZTA counter	EBNA-1 inhibitor	PREPL inhibitor	PAFAH2 inh	LYPLA2 counter	pPAFAH inh	PAFAH1B2 inh
CC(=NCc1ccco1)c1c(O)n(-c2ccc(C)cc2)c(=O)[nH]c1=O	8	2	-1	12	2	6	-1	5	1
c1ccc2c(c1)Sc1ccccc1N2CC1CN2CCC1CC2 (stereo not given)	14	-2	7	7	32	7	-6	2	2
C[C@]12CC[C@H](O)C[C@H]1CC[C@@H]1[C@@H]2C[C@@H](O)[C@]2(C)[C@@H](C3=CC(=O)OC3)CC[C@]12O	7	-3	-6	-1	-2	5	0	2	-4
CCC(CC)NCc1c[nH]c2ccccc12	9	-6	4	5	0	-2	-7	1	7
CC1(C)C(C(=O)N2CCN(c3ccc(Cl)cc3)CC2)C1(C)C	1	2	-5	-1	25	6	3	3	10
Cc1cccc(OP(=O)(Oc2ccccc2)OC(c2ccccc2)C(F)(F)F)c1 (stereo not given)	3	-3	2	8	1	13	-5	6	18
CCOC(=O)c1c(-c2ccc(OC)cc2)oc2ccc(OC(=O)N(C)C)cc12	5	-8	-8	-7	16	1	-2	10	-14
COC(=O)C1=C(c2cc3ccccc3o2)C[C@@H]2CC[C@H]1N2C(=O)N1CCOCC1	13	1	4	7	-3	4	0	4	-1
CCCN1CCC(NC2CCC(O)CC2)CC1 (stereo not given)	11	0	-19	-6	1	6	-1	2	5
O=C(c1ccncc1)C12CN3CN(CN(C3)C1)C2	9	1	13	-1	5	-5	-7	4	7
COc1ccc(-c2csc(NC(=O)COC(=O)Cc3ccccc3)n2)cc1OC	.	0	15	31*	3	.	-9	-1	.
CCOc1ccccc1-n1c(O)c(C=NCc2ccc3c(c2)OCO3)c(=O)[nH]c1=O	1	-2	-3	-1	11	0	4	1	2
COc1ccc(NC(=O)N2C[C@@H]3C[C@@H](C2)c2cccc(=O)n2C3)c(OC)c1	4	2	-24	-10	-1	-5	6	5	2
Cc1ncc([N+](=O)[O-])n1CCOc1nonc1N	7	1	18	0	-3	5	1	0	4
COC(=O)c1cccc(NC(=O)N2C[C@H]3C[C@@H](C2)c2cccc(=O)n2C3)c1	10	-1	-11	-3	5	7	2	5	1
CC(C)[C@@]1(NC(=O)[C@@H]2C[C@@H]3c4cccc5[nH]cc(c45)C[C@H]3N(C)C2)O[C@@]2(O)[C@@H]3CCCN3C(=O)[C@H](Cc3ccccc3)N2C1=O	8	3	-8	3	21	-2	8	3	3

(list continues)
SMILES	PAFAH1B3 FP inh	LYPLA1 counter	ZTA counter	EBNA-1 inhibitor	PREPL inhibitor	PAFAH2 inh	LYPLA2 counter	pPAFAH inh	PAFAH1B2 inh
N#CC12CNCC1CN=N2 (stereo not given)	9	-2	-2	-1	-10	-2	3	5	7
COc1ccc(Cc2c(O)[nH]c(=O)[nH]c2=O)c(OC)c1	-2	1	13	1	0	-2	3	2	-1
O=Cc1cn(Cc2c(F)cccc2Cl)c2ccccc12	9	-3	6	-2	-27	4	7	8	4
CCOP(=S)(OCC)SCOC(=O)NCC(=O)OC	7	0	7	-6	0	-1	-2	4	1
CCC(=NCc1cccnc1)c1c(O)n(C2CCCCC2)c(=O)[nH]c1=O	4	-3	12	-2	17	6	2	-2	2
O=C(CSc1ccccc1)N1CCC2(CC1)OCCO2	1	1	-4	5	12	0	1	-1	1
Cc1ccc2occ(CN3CC4CC(C3)c3cccc(=O)n3C4)c(=O)c2c1 (stereo not given)	-1	3	-16	-19	5	1	3	7	-5
CSc1ccc(C(=O)C2CCCN(Cc3cnc(SC)nc3)C2)cc1 (stereo not given)	-1	0	0	9	-10	-2	3	1	-4
CCCN1C2CCCC1CC(NC(C)=O)C2 (stereo not given)	7	0	7	-1	7	-1	2	7	8
Cc1c(C)c2ccc(OCC(=O)N3CCN(Cc4ccccc4)CC3)cc2oc1=O	10	.	.	.	4	11	.	3	-3
Cc1ccc2c(c1)C1CN(C)CCC1N2S(=O)(=O)c1ccccc1 (stereo not given)	-4	-6	-3	-9	-11	-7	-8	-4	1
COC(=O)C1C2CC[C@@H](CC1OC(=O)c1ccccc1)N2 (stereo not given in full)	2	.	.	.	8	-6	.	0	-6
CC(CCc1ccccc1)NCCC#N (stereo not given)	4	0	5	-2	-10	7	5	5	13
CNC(=O)Oc1ccc(-c2cn3cc(C)ccc3n2)cc1	-2	0	-13	-2	9	7	-3	6	0
O=C(COc1ccc(Cl)cc1)N1CCN(Cc2ccc([N+](=O)[O-])cc2)CC1	-1	9	-2	-11	1	3	57*	5	9
COC(=O)C1=C(c2ccc(OC)c(OC)c2)C[C@@H]2CC[C@H]1N2C(=O)N1CCCCC1	-12	-3	-5	.	4	5	-10	-2	6
Cn1nc(N)c2c1N=P(N1CCOCC1)(N1CCOCC1)N=C2c1ccccc1	3	-4	6	3	3	0	2	-1	-2
O=C(CN1CCCCC1)c1ccc(OC(F)F)cc1	-5	-2	0	-6	10	-3	-3	0	2
COC(=O)C1=C(c2ccc(F)cc2F)C[C@@H]2CC[C@H]1N2C(=O)NCc1ccc(C(F)(F)F)cc1	-3	-3	-7	.	-42	-2	1	1	1
O=[N+]([O-])c1ccc(NCc2ccccc2)c2nonc12	.	53*	4	-6	38	.	64*	47*	.
COc1cccc(-c2nc(CS(=O)CC(=O)N3CCC4(CC3)OCCO4)c(C)o2)c1 (stereo not given)	-3	0	-11	7	-3	-4	-4	1	3
BrCC(Br)(Br)Br	5	3	1	.	17	-2	12	3	3
CCCC(=O)Nc1ccc(N2CCN(CC)CC2)c(Cl)c1	5	4	15	2	-1	-3	6	5	4
CC[N+](CC)(CC)CC	-6	-1	0	-9	10	8	5	2	0
O=C1NC(=O)N(Cc2ccco2)C(=O)/C1=C\c1cccn1CCOc1ccc(Cl)cc1	-3	-2	16	-1	-17	7	3	40*	35*
CCS(=O)(=O)Nc1cccc(C(=C2CCCCC2)c2cnc[nH]2)c1	10	1	8	8	6	1	-2	4	4
COc1nc(C)nc(NC(=O)NS(=O)(=O)c2ccccc2Cl)n1	14	1	-2	6	19	15	3	2	0
COc1cccc(CN2CCCCC2c2cccnc2)c1 (stereo not given)	6	-3	-6	2	4	-4	3	2	1
COCCN1C(=O)/C(=C/c2c(OC)cc(OC)cc2OC)C(=O)N(c2ccccc2)C1=O	3	2	-3	-3	4	-7	-3	2	2
C=C1C(=O)[C@@]23C[C@H]4[C@@H]5[C@@]6(C)CCC[C@@]57[C@@H]2[C@@H](O)[C@@H]1C[C@H]3[C@H]7N4C6	0	2	6	-3	-2	2	-1	6	2
CCOC(=O)c1c(-n2c(C)cc(/C=C3\C(=O)NC(=O)N(C)C3=O)c2C)sc2c1CCCC2	-6	1	-3	-16	6	8	2	8	11
O=[N+]([O-])c1ccc(NCc2ccc(Cl)cc2)c2ccncc12	8	3	-14	-9	35	9	33*	2	6
Cc1ccc(-c2cc(-c3ccc(C)cc3)[n+](C)o2)cc1	6	1	0	5	0	0	3	4	-3
CCn1ccnc1CN1CCCC(C(=O)c2cc(F)ccc2OC)C1 (stereo not given)	3	3	18	-4	24	4	1	1	-2
CC(C)=CCC12CN3CCN(CC(C3)C1=O)C2	2	2	-18	-7	-1	-10	6	0	3
CCC(C)N1C(=O)NC(=O)C2(Cc3c(ccc4ccccc34)N(C)C2)C1=O (stereo not given)	5	-1	5	6	29	8	-3	8	7
COc1ccc(C2SCC(=O)Nc3c2c(=O)[nH]n3C2CCCCCC2)cc1 (stereo not given)	7	-5	10	4	0	-9	-1	6	5
O=C1NC(=S)NC(=O)C12C(c1ccc(F)cc1)NC(=S)NC2c1ccc(F)cc1 (stereo not given)	-4	-5	18	-9	-1	3	0	-2	1
CC(=NCCN1CCCCC1)c1c(O)[nH]c(=O)[nH]c1=O	3	4	-7	5	4	3	4	4	2

This is a subset, so the mix of outcomes need not match the whole.
